# From PubChem
# H9c2 TAG inh: inhibitors of triacylglycerol accumulation, primary screen, cell-based, uHTS, fluorescence, H9c2; H9c2 cells, Nile Red lipid (TAG) fluorescence; cells loaded with 200 µM oleic acid; 0.66% of 230,000 active; inhibition, % at 12.5 µM;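 active = pattern-corrected inhibition of lipid staining of at least 50% with the nuclear-stain viability signal not falling by more than 50%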;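 also: 0% = DMSO wells and 100% = triacsin C control wells; some results filed as inactive read as strong as hits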
# H9c2 TAG inh DAPI viability: further read-out of H9c2 TAG inh, marked with its call; DAPI nuclei signal change (viability), lower = more cytotoxic, %;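 whole-well DAPI fluorescence read on a plate reader as a viability signal; minus 50 percent equals half of cells still viable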
# The depositor's hits bear a star. Not all compounds are listed, so the mix of outcomes need not match the whole.
SMILES	H9c2 TAG inh	H9c2 TAG inh DAPI viability
CCNC(=O)NC(=O)C(C)OC(=O)c1ccc(-n2nc(SC)sc2=S)cc1 (stereo unspecified)	-7.9	-3.9
CCOC(=O)c1c(CN2CCCCC2)oc2ccc(OC)cc12	-25.4	-1.0
C[C@@H]1COC(=O)[C@@H](CC(=O)OC(C)(C)C)C/C=C\C[C@@H](CC(=O)N(CCO)Cc2ccccc2)C(=O)N1	7.6	-0.3
COc1ccc(NC(=O)Cc2nnc(N)s2)cc1	-9.9	0.6
CCCCn1c(N)c(N(CCC(C)C)C(=O)c2[nH]c(C)c(C(=O)OCC)c2C)c(=O)[nH]c1=O	1.1	-8.1
CCCCN(Cc1ccccc1)S(=O)(=O)c1cc2c(cc1Br)CC(C)N2C(C)=O (stereo unspecified)	19.7	-13.8
Cc1noc(C)c1COc1cccc(C(=O)Nc2ccc(C#N)cc2)c1	10.7	-8.5
O=C1CS(=O)(=O)N(Cc2cccc(F)c2)c2ccc(Br)cc21	-31.2	3.6
CCOc1ccccc1Oc1coc2cc(OCC(=O)O)ccc2c1=O	-13.2	14.4
CSC(=NC#N)N1CCN(C(=NC#N)SC)CC1	-1.8	7.3
CC1(C(=O)NCc2cccc(C(F)(F)F)c2)CCN1Cc1ccc(-c2ccccc2)o1 (stereo unspecified)	-10.5	-5.1
CC(=O)Nc1ccc(NC(=O)CSc2nnnn2-c2ccc3c(c2)OCCO3)cc1	1.2	-2.5
COc1ccccc1NC(=O)c1c(C)nc2ccccc2c1C(=O)O	-3.4	-0.6
c1csc(Cc2nc(-c3ccc(-n4cccc4)cc3)no2)c1	-45.5	-13.6
CCOC(=O)C1(Cc2cccc(OC)c2)CCN(Cc2cccc(OC)c2O)CC1	-23.9	28.7
CCOC(=O)CCC(=O)c1c(C)oc2ccc(OC)cc12	1.6	-9.0
CC(C)(C)OC(=O)C[C@H]1C/C=C\C[C@@H](CC(=O)N(CCO)Cc2ccccc2)C(=O)N2CCC[C@H]2COC1=O	7.9	-6.8
COc1cccc(CNC[C@H]2O[C@@H](n3ccc(N)nc3=O)[C@H](O)[C@@H]2O)c1OCc1ccc(F)cc1Cl	-4.4	-4.0
C=CCOc1ccc(C(=O)O)cc1Cl	-12.4	2.4
O=c1[nH]nc(SCc2nc3ccccc3s2)n1C1CC1	4.1	-0.6
O=C(OCc1cc(Cl)cc2c1OCOC2)c1cccnc1Cl	1.4	-1.0
COC(=O)CN1C(=S)N(c2ccc(F)cc2)C(=O)C1CC(=O)Nc1ccccc1 (stereo unspecified)	9.4	1.1
CCCN(CC1CC1)C(=S)NC(=O)c1cc(Br)ccc1Cl	16.8	-3.1
COc1ccc2oc(C(=O)OCC(=O)Nc3ccccc3)c(C)c2c1	-2.0	3.2
COc1ccc(NC(=O)CCCN2C(=O)C3CC=CCC3C2=O)cc1 (stereo unspecified)	1.5	13.5
Cc1ccc(NC(=O)CCC(=O)NNC(=O)c2ccccc2)c(C)c1	1.2	-7.7
CC(C)CCn1c(CN2CCOCC2)nc2c1c(=O)n(C)c(=O)n2C	-10.0	-6.4
O=C(NNC(=O)c1sccc1-n1cccc1)c1ccc(Cl)cc1	7.2	4.2
Cc1ccc(NC(=O)Nc2cnccn2)cc1C	-3.4	-4.9
O=c1oc(-c2ccccc2)nc2sc3c(c12)CCC3	16.5	-2.5
COc1ccc(N2CCN(CCCNC(=S)Nc3c(C)cccc3C)CC2)cc1	-6.4	9.5
CCOC(=O)c1ccc(NC(=S)Nc2cccc(N)n2)cc1	-0.7	6.6
CCOC(=O)c1cc(-c2ccccc2C)n(CC2CC(c3cccc([N+](=O)[O-])c3)=NO2)n1 (stereo unspecified)	-42.8	2.7
CCOC(=O)c1c(-c2cccs2)csc1NC(=O)c1ccco1	-9.7	15.7
CCC(Oc1cc(Cl)ccc1Cl)C(=O)N1CCCN(C)CC1 (stereo unspecified)	12.2	1.1
COc1ccc(C(=O)Nc2ccc3ccccc3n2)cc1OC	-6.7	3.1
Cc1cccc(N2CCC(NCc3c(C(=O)N4CCCCC4)nc4c(C)cccn34)CC2)c1	-13.9	12.3
Cn1nnnc1N=N/C(=N/Nc1ccccc1)c1ccccc1	71.5*	-19.7*
O=C(O)c1ccc(SCc2ccccc2)nc1	0.7	2.5
Cc1ccc(N2CC(C(=O)Nc3nnc(SCCC4OCCO4)s3)CC2=O)cc1 (stereo unspecified)	10.7	11.3
NC(=O)C1(N2CCCCC2)CCN(c2nc(-c3ccccc3)cs2)CC1	-20.4	-10.7
CCC1CCCCN1CC(=O)c1c(C)[nH]c2ccccc12 (stereo unspecified)	0.3	2.8
O=C(Nc1ccncc1)C1CCN(S(=O)(=O)c2ccccc2)CC1	8.9	7.9
COc1ccccc1-c1cc(C(=O)N2CCCc3ccccc32)no1	0.5	-5.2
NS(=O)(=O)c1ccc(N/N=C/c2ccccn2)c([N+](=O)[O-])c1	10.0	-5.5
CCC(=O)Nc1ccc(N2CCC(C)CC2)cc1	-9.9	7.3
COc1cccc(/C=N/NC(=O)c2ccc(OCc3cccc(Br)c3)cc2)c1	18.2	-15.4
COc1cccc2sc(Nc3nc(-c4ccccn4)cs3)nc12	46.6	-57.3
Cc1cccc(NC(=O)c2ccc(OCC3CCCO3)cc2)c1C (stereo unspecified)	13.1	-10.6
N#Cc1ccc(S(=O)(=O)N2CCCCC2c2cc(C(=O)N3CCOCC3)no2)cc1 (stereo unspecified)	1.5	-4.0

# An excerpt of these results, as labelled records:
> Cn1nnnc1N=N/C(=N/Nc1ccccc1)c1ccccc1
- H9c2 TAG inh: 71.5*
- H9c2 TAG inh DAPI viability: -19.7*

> CCOC(=O)c1c(-c2cccs2)csc1NC(=O)c1ccco1
- H9c2 TAG inh: -9.7
- H9c2 TAG inh DAPI viability: 15.7

# The listing continues.
SMILES	H9c2 TAG inh	H9c2 TAG inh DAPI viability
Cc1ccc2nc(NC(=O)CN3C(=O)C4CC=CCC4C3=O)sc2c1 (stereo unspecified)	0.6	-1.1
COc1ccc(C(=O)COC(=O)/C=C/c2ccccc2[N+](=O)[O-])cc1	0.3	-3.2
COc1ccc(CNc2nc3ccccc3n2C)c(OC)c1	-5.4	1.4
COc1ccc(C(=O)N2CCCC(C(N)=O)C2)cc1S(=O)(=O)N1CCOCC1 (stereo unspecified)	5.1	3.8
COc1cc2[nH]c(=S)nc(NCc3ccccn3)c2cc1OC	-6.5	0.4
Cc1ccc(N2C(=O)c3ccccc3C2(O)c2ncc[nH]2)cc1 (stereo unspecified)	-1.7	6.7
CCOc1ccc(CCNC(=O)c2cccc(S(=O)(=O)N3CCOCC3)c2)cc1OCC	5.2	0.8
N#Cc1cccc(NC(=O)CSc2cccc[n+]2[O-])c1	-6.1	-3.8
CC(=O)c1c(C)nc(-c2ccc(Cl)cc2)nc1N	25.8	-6.0
O=C(CCN1C(=O)/C(=C/c2cccs2)SC1=S)Nc1ccccn1	-9.2	0.1
COc1ccc(C2N(c3cc(Cl)ccc3OC)C(=O)C3CCCN32)cc1OC (stereo unspecified)	1.8	7.9
CC(=O)c1c(C)[nH]c(C(=O)NCCCN2CCCC2)c1C	0.1	-4.9
Cc1ccc(C(=O)CSc2nnc(CNc3ccc(C)cc3C)n2Cc2ccco2)cc1	10.2	6.6
N#Cc1ccc(Cl)cc1NC(=O)COC(=O)c1cccc(S(=O)(=O)N2CCOCC2)c1	-6.8	0.6
COc1cc(C2/C(=C(\O)c3ccc4c(c3)OCCO4)C(=O)C(=O)N2Cc2ccco2)cc(OC)c1OC (stereo unspecified)	14.3	-5.2
Cc1ccc(-c2nnc(SCC(=O)N/N=C/c3c(C)nn(-c4ccccc4)c3C)n2-c2ccc(C)cc2)cc1	-11.7	8.8
Cc1ccc(S(=O)(=O)Nc2cccnc2)cc1	-3.1	2.3
FC(F)(F)c1cccc(CC2CN(Cc3ccccc3)Cc3ccccc3N2c2cc(Cl)cc(Cl)c2)c1 (stereo unspecified)	126.6	-81.3
S=C(Nc1ccc(Oc2ccc(NC(=S)NC3CCCCC3)cc2)cc1)NC1CCCCC1	1.3	-4.0
COc1ccc(CN2C(=O)c3ccccc3C2C(=O)NCC2CCCO2)c(OC)c1 (stereo unspecified)	4.4	-4.0
CCOC(=O)C1CCN(c2nc(-c3ccccc3)nc3c2oc2ccccc23)CC1	4.0	-6.3
C=CCc1ccccc1OCC(O)CN1CCOCC1 (stereo unspecified)	-0.3	4.8
Cc1ccc(C2/C(=C(/O)c3cnn(-c4ccccc4)c3C)C(=O)C(=O)N2CCN2CCOCC2)o1 (stereo unspecified)	1.2	1.5
C/C(=N\NC(=O)Cn1ccc(C(F)(F)F)n1)c1ccc2c(c1)OCO2	-8.2	-3.8
Cc1cc(S(=O)(=O)NCC(c2ccc3c(c2)OCO3)N2CCOCC2)ccc1F (stereo unspecified)	-2.3	0.5
Cc1ccc(S(=O)(=O)CCC(=O)OCC(=O)Nc2cc(S(=O)(=O)N3CCOCC3)ccc2Cl)cc1	-12.7	4.6
O=c1[nH]c(-c2ccccc2)ncc1Oc1ccccc1	6.6	-0.1
CCc1ccccc1OCC(=O)Nc1ccc(S(N)(=O)=O)cc1	21.3	-13.9
O=C(Nc1ccncc1)Nc1ccc(Br)cc1Cl	2.5	-4.5
Cc1cc(C)cc(OCc2nnc(SCC(=O)c3ccc(Br)cc3)o2)c1	-9.8	3.4
CC(C)C(=O)Nc1ccc(N2CCCC2)cc1	6.7	0.3
CCCCCSc1nnc(-c2ccccc2NC(C)=O)c(=O)[nH]1	-0.7	0.7
CCC1(c2ccccc2)C(=O)N(C(=O)OC(C)(C)C)N1C(=O)OC(C)(C)C (stereo unspecified)	5.2	-8.0
CC(C)c1onc(C(=O)N2CCCCCC2)c1[N+](=O)[O-]	-28.4	11.5
COc1cc(OC)cc(-c2nnc(SCC(=O)N3CCCc4ccccc43)o2)c1	-3.4	0.3
Cc1ncc(CN2CCCC(C(=O)Nc3ccc(-c4cccc(F)c4)cc3)C2)s1 (stereo unspecified)	-2.4	6.8
O=C(NCc1cccc(Cl)c1)C1CCC(=O)N(CCN2CCOCC2)C1 (stereo unspecified)	-14.2	0.1
Oc1ccc2oc3c(c2c1C=NCc1ccncc1)CCCC3	-3.3	-4.4
S=C(NC1CCCCC1)N1CCc2[nH]c3ccccc3c2C1	-11.7	8.9
CCOC(=O)c1[nH]c2ccccc2c1NC(=O)c1ccc(S(=O)(=O)N2CCCCC2)cc1	9.2	11.5
COc1cccc(N2CCN(S(=O)(=O)c3ccc4nc(-c5ccccc5)[nH]c4c3)CC2)c1	25.2	-11.0
Cc1ccc(C(=O)Nc2ccccc2N2CCOCC2)cc1S(=O)(=O)N1CCOCC1	6.2	2.7
COc1ccc(-c2c(C)cc3oc(=O)cc(-c4ccccc4)c3c2C)cc1OC	-7.1	3.5
O=C(O)CSCc1cn2cc(Cl)ccc2n1	1.3	3.9
O=C(c1ccc(S(=O)(=O)N2CCOCC2)cc1)N1CCOCC1	3.8	7.6
CC(=O)c1c(OC(=O)c2cccc(Cl)c2)c2ccccc2n1C	12.5	-5.9
CC(C)(O)C#Cc1ccc(CN2CCN(Cc3ccccc3)C(CCO)C2)cc1 (stereo unspecified)	-3.4	-6.7
O=C(NCCc1ccc(Cl)cc1)c1ccc(CNc2c(N3CCOCC3)c(=O)c2=O)cc1	15.1	-9.0
CC1(C)NC(=O)N(CC(=O)OCC(=O)Nc2sccc2C#N)C1=O	9.3	-4.6
O=C1CC(c2ccccc2)=Nc2ccccc2N1Cc1ccccc1	-0.1	-7.6

# The listing continues:
SMILES	H9c2 TAG inh	H9c2 TAG inh DAPI viability
Cc1cc(-c2ccccc2)n(-c2ccc(C(=O)NC(C)C)cc2)n1	4.1	1.3
CCN(CC)CCN(C(=O)c1ccc2c(c1)CCCC2)c1nc2ccc(F)cc2s1	9.6	11.5
NC(=O)C1(N2CCCCC2)CCN(S(=O)(=O)c2cc(Cl)ccc2Cl)CC1	-10.2	-4.5
NS(=O)(=O)c1ccc(CCNS(=O)(=O)c2ccccc2)cc1	-28.6	30.0
Cc1nc(CNS(=O)(=O)c2ccc3ccccc3c2)cs1	-10.3	6.1
CCC(CC)c1nnc(NC(=O)CN2C(=O)NC3(CCCC3)C2=O)s1	-0.2	-4.3
COc1cc(N2CCOCC2)ccc1C=C(C#N)C#N	-10.8	9.7
Cc1ccc(SCCC(=O)OC(C(=O)NC(N)=O)C(C)C)cc1 (stereo unspecified)	-9.2	-0.4
O=C(O)C1C2CC(C(Br)C2Br)C1C(=O)O (stereo unspecified)	-32.5	15.7
O=C(Cn1cc(C(=O)C(F)(F)F)c2ccccc21)N1CCOCC1	-15.1	11.4
c1ccc2c(c1)OCC(c1csc3ncnc(N4CCCCC4)c13)O2 (stereo unspecified)	-9.1	-1.8
COc1cc(OC)cc(C(=O)N2CCC(N3CCN(c4ccccc4)CC3)CC2)c1	0.0	-2.8

# Entries from the list above that contain bromine (seven):
SMILES	H9c2 TAG inh	H9c2 TAG inh DAPI viability
CCCCN(Cc1ccccc1)S(=O)(=O)c1cc2c(cc1Br)CC(C)N2C(C)=O (stereo unspecified)	19.7	-13.8
O=C1CS(=O)(=O)N(Cc2cccc(F)c2)c2ccc(Br)cc21	-31.2	3.6
CCCN(CC1CC1)C(=S)NC(=O)c1cc(Br)ccc1Cl	16.8	-3.1
COc1cccc(/C=N/NC(=O)c2ccc(OCc3cccc(Br)c3)cc2)c1	18.2	-15.4
O=C(Nc1ccncc1)Nc1ccc(Br)cc1Cl	2.5	-4.5
Cc1cc(C)cc(OCc2nnc(SCC(=O)c3ccc(Br)cc3)o2)c1	-9.8	3.4
O=C(O)C1C2CC(C(Br)C2Br)C1C(=O)O (stereo unspecified)	-32.5	15.7
